# Assay outcomes: PubChem, several laboratories
# TNAP act hi DEA – TNAP activators at high phosphate acceptor level, primary screen, biochemical, luminescence, uHTS; Alkaline phosphatase, tissue-nonspecific isozyme (Homo sapiens), P05186; purified TNAP, CDP-star luminescence, 1 M DEA, 30 min; hits give high values; 0 = EDTA background, 1 = DMSO-only activity; activation factor at 20 µM; 200,000 tested, under 10 active; AID 1136, 2008;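 active means activation factor at least 2 at 20 µM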
#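 system = human TNAP | amount = enzyme diluted 1/800 final | reagent = 100 µM CDP-star substrate | signal = luminescent substrate turnover signal | dosing = one dose, 20 µM | benchmarks = EDTA negative control, DMSO positive control | measure = activation factor | timing = 30 min reaction, room temperature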
# PPARg SRC3 recr – PPARgamma agonists recruiting SRC-3 coactivator, primary screen, biochemical; 200,000 compounds, 0.26% hits; activation, % at 8 µM; biochemical PPARgamma/SRC-3 coactivator recruitment assay; Peroxisome proliferator-activated receptor gamma (Homo sapiens), P37231; in the data active means activation above about 23%;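 further: 0% = DMSO and 100% = reference agonist; some compounds past the cut are filed as inactive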
# Target sequence (P37231 whole entry, looked up): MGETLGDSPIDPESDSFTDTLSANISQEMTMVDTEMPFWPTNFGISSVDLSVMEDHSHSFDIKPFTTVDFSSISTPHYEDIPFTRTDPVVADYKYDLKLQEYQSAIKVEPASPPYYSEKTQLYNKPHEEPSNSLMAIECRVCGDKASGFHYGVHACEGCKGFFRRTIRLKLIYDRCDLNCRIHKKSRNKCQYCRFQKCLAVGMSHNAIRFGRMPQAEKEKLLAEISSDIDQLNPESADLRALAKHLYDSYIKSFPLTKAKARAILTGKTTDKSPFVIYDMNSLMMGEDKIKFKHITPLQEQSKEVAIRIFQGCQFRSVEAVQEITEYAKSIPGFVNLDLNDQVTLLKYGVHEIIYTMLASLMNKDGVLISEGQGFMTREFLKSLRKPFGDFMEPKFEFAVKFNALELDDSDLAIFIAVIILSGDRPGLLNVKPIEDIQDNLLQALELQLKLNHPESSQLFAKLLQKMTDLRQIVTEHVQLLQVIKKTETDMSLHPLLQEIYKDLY
# PPARg SRC-2 ag – agonists of PPARg-SRC-2 recruitment, primary screen, biochemical, HTS. Peroxisome proliferator-activated receptor gamma (Homo sapiens), P37231. PPARgamma LBD-SRC-2 recruitment. activation, % at 8 µM. 200,000 compounds, 0.34% hits; in the data active means activation above about 22%;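 further: 0% = vehicle and 100% = reference agonist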
# STAT3 inh – IL-6 driven STAT3 reporter inhibitors, primary screen, U3A cells, luciferase, luminescence, MLSCN library; 190,000 compounds, 0.89% hits; inhibition, % at 5.5 µM; IL-6 STAT3-luciferase reporter; host cell line lacks STAT1;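 active means inhibition above the mean inhibition across all screened compounds plus 3 SD, cut at about 44% in these data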;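 further: 0% = DMSO only wells and 100% = 100 µM nifuroxazide control wells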
# bIAP inhibitor – bovine intestinal alkaline phosphatase inhibitors, primary screen, selectivity assay for TNAP inhibitor project, biochemical, bovine IAP, CDP-star luminescence; inhibition, % at 20 µM; purified bovine IAP, 30 min; AID 1019, 2008; 190,000 tested, under 10 active; alkaline phosphatase, intestinal [Bos taurus];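 active means over 50% inhibition of intestinal alkaline phosphatase at 20 µM in the single-dose screen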
#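 Assay system: bovine IAP enzyme; medium: DEA buffer 100 mM, pH 9.8, with MgCl2 1.0 mM, ZnCl2 0.02 mM; doses: 20 µM single dose; incubation: enzyme reaction for 30 min at room temperature; detection: CDP-star luminescence signal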
# STAT1 inh – STAT1 signaling inhibitors, primary screen, cell-based, HTS, luciferase reporter; NIH 3T3 STAT1-luciferase reporter, IFN-gamma, luminescence; AID 920, 2007; inhibition, % at 5.5 µM; 200,000 compounds, 0.35% hits;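 active means inhibition above a set limit, the mean inhibition across all tested compounds plus 3 SD, cut at about 34% in these data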;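 further: 0% = IFN-gamma with DMSO and 100% = IFN-gamma with 300 µM nifuroxazide; values of inactives mirror those of a sister screen read the other way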
# STAT3 activator – IL-6 driven STAT3 reporter potentiators, primary screen, U3A cells, luciferase, luminescence, MLSCN library; activation (% of control), % at 5.6 µM; IL-6 STAT3-luciferase reporter; 100% = signal with IL-6 EC80 alone; 190,000 compounds, 0.91% hits;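 active means activation above the screen-wide mean of compound activation plus 3 SD, cut at about 130% in these data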;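 further: 0% = background luminescence of wells with medium and substrate only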
#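 Detection: reporter luminescence signal / Assay system: STAT1-lacking human U3A cells, STAT3 luciferase reporter / Incubation: compound pre-incubation 1 h before IL-6, then 6 h stimulation at 37 °C / Control set: IL-6-only high control / Read-out: % activation relative to IL-6 control / Probe or stimulus: Interleukin-6, 33 ng/mL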
# ROMK primary – ROMK potassium channel modulators, primary screen, cell-based, thallium flux, MLSMR library; ATP-sensitive inward rectifier potassium channel 1 (Homo sapiens), P48048; Tet-inducible ROMK, thallium flux fluorescence; actives lie on both sides; B-score at 10 µM; 130,000 compounds, 2% hits;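 active means signal ratio slope over the read window, or its plate-corrected B-score, at least 3 SD from the plate mean, either direction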;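 further: B-score of the F/F0 ratio slope over 7 to 12 s after thallium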
# Target sequence (P48048 whole entry, looked up): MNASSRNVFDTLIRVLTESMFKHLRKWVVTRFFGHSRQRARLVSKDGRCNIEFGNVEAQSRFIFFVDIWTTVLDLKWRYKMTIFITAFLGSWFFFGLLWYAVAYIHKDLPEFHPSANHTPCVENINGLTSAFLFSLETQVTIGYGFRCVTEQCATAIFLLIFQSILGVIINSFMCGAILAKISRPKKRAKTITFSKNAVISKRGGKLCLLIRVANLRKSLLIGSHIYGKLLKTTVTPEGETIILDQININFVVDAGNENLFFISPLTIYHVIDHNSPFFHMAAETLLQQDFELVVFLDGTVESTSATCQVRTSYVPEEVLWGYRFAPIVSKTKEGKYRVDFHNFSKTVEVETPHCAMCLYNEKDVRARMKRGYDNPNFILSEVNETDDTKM
# PPARg SRC-1 ag – PPARgamma agonists recruiting SRC-1 coactivator, primary screen, biochemical; PPARgamma-SRC-1 coactivator recruitment biochemical assay; activation, % at 8 µM; 200,000 compounds, 0.41% hits; AID 631, 2007; in the data active means activation above about 19%;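 further: 0% = DMSO and 100% = reference agonist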
# SRC2 TRFRET art – TR-FRET signal artefacts, primary screen, artefact control for PPARgamma SRC-2 agonist project, biochemical | TR-FRET artefact counter-screen; hits give high values | TR-FRET ratio at 8 µM | 200,000 compounds, 0.4% hits | AID 1049, 2008; in the data active means TR-FRET ratio above about 2000; further: inactives centre near 1500
# bIAP act – bovine intestinal alkaline phosphatase activators, primary screen, biochemical, bovine IAP, CDP-star luminescence; purified bovine IAP, 30 min; hits give high values; fold of DMSO-control signal, blank-subtracted; 200,000 compounds, 0.17% hits; activation factor at 20 µM; alkaline phosphatase, intestinal [Bos taurus];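 active means activation factor of 2 or more at 20 µM, a signal rise over negative controls twice the positive control's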
# Numbers without * were called inactive; · = not tested or not shown. Some of the compounds tested, so the mix of outcomes need not match the whole.
[1] Cc1ccc(CN2CCCC(C(=O)c3cccc(C(F)(F)F)c3)C2)o1 (stereo not drawn)
[2] c1ccc(CCNCc2ccccc2)cc1
[3] COc1ccccc1CCNC1CCC(C)CC1 (stereo not drawn)
[4] CC1(C)N(O)C2CCCCC2N1O (stereo not drawn)
[5] O=P(NS(=O)(=O)c1ccc(Cl)cc1)(Oc1ccccc1)Oc1ccccc1
[6] O=C(c1ccc(F)cc1)C(Cc1ccccc1)N1CCCCC1 (stereo not drawn)
[7] C=C[C@@H]1C[C@@]1(C)[C@@H](NP(=O)(c1ccccc1)c1ccccc1)c1ccccc1
[8] Cc1ccccc1N1C(=O)NC(=O)/C(=C\c2cnn(-c3ccccc3)c2)C1=O
[9] CCCOc1ccccc1C1SCC(=O)Nc2c1c(=O)[nH]n2C(C)CCC (stereo not drawn)
[10] C/C(=N/OC(=O)N(C)C)c1ncc(C(F)(F)F)cc1N1CCOCC1
compound no.,1,2,3,4,5,6,7,8,9,10
TNAP act hi DEA,1,1,1,1,1,1,1,1,1,1
PPARg SRC3 recr,3,3,2,0,7,-1,-3,2,4,6
PPARg SRC-2 ag,4,4,-2,-6,7,11,6,2,0,5
STAT3 inh,2,1,26,-3,7,0,3,-11,8,11
bIAP inhibitor,-2,24,-3,6,8,-6,17,11,3,-1
STAT1 inh,12,0,4,-3,1,-24,9,-6,2,-1
STAT3 activator,101,101,78,103,95,103,95,114,98,96
ROMK primary,0.68,·,-1.8,·,·,0.37,0.37,0.12,·,-0.55
PPARg SRC-1 ag,2,-3,3,-4,3,-1,3,-2,5,4
SRC2 TRFRET art,1482,1578,1533,1429,1752,1627,1387,1589,1543,1525
bIAP act,1,0.8,1,0.9,0.9,1.1,0.8,0.9,1,1

[11] COc1ccc2[nH]cc(CCN=C(N)N)c2c1
[12] O=C(CNC(=O)OCc1ccccc1)Nc1ccc(Br)cc1C(=O)c1ccccc1Cl
[13] C=CCn1c(O)c(C(C)=NCCCO)c(=O)[nH]c1=O
[14] Cc1ccc(C(c2nnnn2Cc2ccccc2)N2CC=C(c3ccc(F)cc3)CC2)cc1 (stereo not drawn)
[15] Cc1cc(C(=O)CS(=O)c2ccc(F)cc2)cc(C)c1OC(=O)N(C)C (stereo not drawn)
[16] COc1cccc(-n2nc(C(=O)N3CCC4(CC3)OCCO4)c3ccccc3c2=O)c1
[17] Nc1cc(N2CCNCC2)ccc1[N+](=O)[O-]
[18] CN=C(SCc1cc2c(cc1Cl)OCO2)c1c(O)n(C)c(=O)n(C)c1=O
[19] Cc1ccc2c(c1)CC1(CN2C)C(=O)NC(=O)N(c2ccc(C)c(C)c2)C1=O (stereo not drawn)
[20] CN1C(=O)C(C2c3ccccc3C(=O)N2Cc2ccccc2)C(=O)N(C)C1=O (stereo not drawn)
compound no.,11,12,13,14,15,16,17,18,19,20
TNAP act hi DEA,1,1,1.1,1,1,1.1,0.9,1.1,1,1.1
PPARg SRC3 recr,1,0,-14,6,-2,-3,1,13,14,-3
PPARg SRC-2 ag,3,9,1,6,-7,5,3,1,11,-6
STAT3 inh,10,2,8,15,-4,15,-2,24,-3,1
bIAP inhibitor,29,-9,-5,15,-6,-3,2,33,-10,9
STAT1 inh,7,0,4,2,-3,0,-6,11,-6,-4
STAT3 activator,102,101,96,92,105,92,102,85,108,103
ROMK primary,0.37,·,0.79,·,2.3,·,-1.3,-0.32,-0.46,·
PPARg SRC-1 ag,-7,2,9,-2,8,11,-1,4,7,0
SRC2 TRFRET art,1598,1708,1511,1524,1549,1567,1488,1538,1800,1549
bIAP act,0.7,1.1,1.1,0.9,1.1,1,1,0.7,1.1,0.9

[21] O=C(CN1C(=O)CN=C(c2ccccc2)c2ccccc21)NCc1ccco1
[22] CN1CCN(C(=O)COc2ccc(S(=O)(=O)NCc3ccccc3)cc2Cl)CC1
[23] C[C@]12CCC(=O)C(O)=C1CC[C@@H]1[C@@H]2CC[C@]2(C)C(=O)CC[C@@H]12
[24] O=C(c1ccco1)C12CN3CN(CN(C3)C1)C2
[25] O=C(Nc1cccc2ccccc12)c1nn(C23CC4CC(CC(C4)C2)C3)cc1Br
[26] CCC12C=CCN3CCC4(c5cc(Br)c(OC)cc5N(C)C4C(O)(C(=O)OC)C1OC(C)=O)C32 (stereo not drawn)
[27] Cc1ccc(-c2cc(C(F)F)n3ncc(C(=O)N4CCC5(CC4)OCCO5)c3n2)cc1
[28] CCOc1cc(C=C2C(=O)NC(=O)NC2=O)cc([N+](=O)[O-])c1O
[29] CCCCCn1c(=O)c(C(=O)Nc2ccccc2S(N)(=O)=O)c(O)c2ccccc21
[30] O=C(O)c1cccc2c1NC(c1cccc([N+](=O)[O-])c1)C1CC(Sc3ccccc3[N+](=O)[O-])C(Cl)C21 (stereo not drawn)
compound no.,21,22,23,24,25,26,27,28,29,30
TNAP act hi DEA,1,1,1,1,1,1,1.1,1,1,1
PPARg SRC3 recr,2,-2,0,8,14,-1,-9,-1,5,5
PPARg SRC-2 ag,14,-1,3,-4,1,6,-5,-3,15,10
STAT3 inh,4,1,-6,1,19,-4,13,9,9,-5
bIAP inhibitor,-13,28,19,18,10,-1,-4,1,1,7
STAT1 inh,3,5,1,8,3,2,2,-2,-2,2
STAT3 activator,100,104,107,103,86,107,94,97,100,105
ROMK primary,0.093,0.083,·,·,·,·,1.3,0.62,0.9,0.51
PPARg SRC-1 ag,-3,3,4,-10,1,0,3,6,2,1
SRC2 TRFRET art,1619,1554,1521,1428,1576,1465,1232,1647,1562,1600
bIAP act,1.1,0.7,0.8,0.8,0.9,1,1,1,1,0.9

[31] CCCCn1c(O)c(C(C)=NCCCN(CC)CC)c(=O)[nH]c1=O
[32] CCCCN1C(=O)/C(=C/c2ccc(N3CCCCCC3)cc2)C(=O)NC1=S
[33] Cc1cc([N+](=O)[O-])c(Cl)cc1NC(=O)C(C)C
[34] O=C(c1ccc(Cl)cc1)C1CCCN(Cc2cccc3ncccc23)C1 (stereo not drawn)
[35] Cc1cccc(N2C(=O)NC(=O)/C(=C\c3cccn3-c3ccc(Cl)cc3)C2=O)c1
[36] CC1CCCCN1C(=O)c1ccc(N2CC3CC(C2)c2cccc(=O)n2C3)c([N+](=O)[O-])c1 (stereo not drawn)
[37] FC(F)(F)c1ccccc1CN1CCN(Cc2ccccc2)CC1
[38] CC(C)NC(C)C(=O)C12CC3CC(CC(C3)C1)C2 (stereo not drawn)
[39] O=C(Nc1ccc(Cl)cc1)O/N=C(\c1ccccc1)c1ccccn1
[40] O=c1[nH]c(=O)n(Cc2ccc(F)cc2)c(O)c1C=NCc1cccnc1
compound no.,31,32,33,34,35,36,37,38,39,40
TNAP act hi DEA,1,0.9,1,1.1,1,1,1.1,1,1,1
PPARg SRC3 recr,11,7,4,6,-5,-1,-4,-1,2,8
PPARg SRC-2 ag,4,4,4,2,13,-1,-4,-11,4,11
STAT3 inh,14,-6,8,37,-13,1,-12,-5,0,-1
bIAP inhibitor,4,5,-4,-13,30,29,-8,13,-3,-5
STAT1 inh,1,-6,1,19,34*,-6,2,2,-10,-7
STAT3 activator,91,104,95,72,111,97,109,105,107,105
ROMK primary,·,·,-0.33,-1.8,·,0.95,-0.77,1.6*,-0.71,·
PPARg SRC-1 ag,-1,8,9,5,-1,-4,-4,-3,-3,6
SRC2 TRFRET art,1710,1557,1584,1480,1353,1749,1516,1398,1617,1581
bIAP act,1,1,1,1.1,0.7,0.7,1.1,0.9,1,1

# Some of the entries above in another layout.
no.	SMILES	TNAP act hi DEA	PPARg SRC3 recr	PPARg SRC-2 ag	STAT3 inh	bIAP inhibitor	STAT1 inh	STAT3 activator	ROMK primary	PPARg SRC-1 ag	SRC2 TRFRET art	bIAP act
40	O=c1[nH]c(=O)n(Cc2ccc(F)cc2)c(O)c1C=NCc1cccnc1	1	8	11	-1	-5	-7	105	·	6	1581	1
37	FC(F)(F)c1ccccc1CN1CCN(Cc2ccccc2)CC1	1.1	-4	-4	-12	-8	2	109	-0.77	-4	1516	1.1
38	CC(C)NC(C)C(=O)C12CC3CC(CC(C3)C1)C2 (stereo not drawn)	1	-1	-11	-5	13	2	105	1.6*	-3	1398	0.9
35	Cc1cccc(N2C(=O)NC(=O)/C(=C\c3cccn3-c3ccc(Cl)cc3)C2=O)c1	1	-5	13	-13	30	34*	111	·	-1	1353	0.7
39	O=C(Nc1ccc(Cl)cc1)O/N=C(\c1ccccc1)c1ccccn1	1	2	4	0	-3	-10	107	-0.71	-3	1617	1

# (next part)
[41] Cn1c(O)c(C(=O)c2ccccc2Cl)c(=O)n(C)c1=O
[42] NC(Cc1ccccc1)Cc1ccccc1
[43] O=c1[nH]c(CN2CC=C(c3ccccc3)CC2)nc2cc(C(F)(F)F)ccc12
[44] O=P(C(=Nc1ccc(Cl)cc1)N1CCOCC1)(N1CCOCC1)N1CCOCC1
[45] CCOc1ccccc1C1SCC(=O)Nc2c1c(=O)[nH]n2C(CC)CC (stereo not drawn)
[46] CCC(=Nc1ccc2c(c1)CCC2)c1c(O)n(C2CCCCC2)c(=O)[nH]c1=O
[47] COc1cc(N2CCOCC2)ccc1/C=C1\C(=O)NC(=O)N(C2CCCCC2)C1=O
[48] Cc1cc(C=C2C(=O)N(C)C(=S)N(C)C2=O)c(C)n1-c1cccnc1
compound no.,41,42,43,44,45,46,47,48
TNAP act hi DEA,1.1,1,1,1,1,1,1,1
PPARg SRC3 recr,7,2,8,10,-2,-13,5,0
PPARg SRC-2 ag,-1,-7,6,12,7,1,20,3
STAT3 inh,-2,4,-3,4,12,-1,-2,6
bIAP inhibitor,7,3,-7,17,8,4,33,4
STAT1 inh,-2,6,-2,-1,2,0,-4,0
STAT3 activator,105,101,103,100,95,103,105,96
ROMK primary,0.45,-0.8,0.25,1.3,·,0.26,-2.5*,-0.69
PPARg SRC-1 ag,-3,1,4,2,0,7,13,3
SRC2 TRFRET art,1350,1594,1758,1678,1458,1752,1631,1413
bIAP act,0.9,1,1.1,0.8,0.9,1,0.7,1
